Screening results deposited in PubChem BioAssay by several laboratories.
Arr AP2 block – inhibitors of beta-arrestin/AP2 binding, primary screen, biochemical, GPCR trafficking, flow cytometry | beta-arrestin 1 C-terminal peptide binding to AP2 beta2-adaptin appendage (human) | FITC-arrestin peptide / GST-AP2 beads; AP2 beta2 appendage carries R879A mutation | inhibition, % at 10 µM | hit rate 0.31% among 340,000 | AID 504490, 2011;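 active = inhibition above a set limit, near 3 SD of compounds lacking own fluorescence, cut at about 54% in these data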;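 also: plate controls were DMSO wells for no effect and 5 µM unlabelled arrestin peptide for full effect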
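System: GST-AP2 R879A glutathione beads | Also added: FITC-arrestin peptide, 50 nM | Times: 12 min plus 1 h, RT | Signal: Bead flow cytometry, FITC channel | Buffer or medium: PBS with 0.05% Tween 20 and 0.1% BSA | Read-out basis: Percent drop in bead-associated FITC signal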
NSD2 inh – NSD2 histone methyltransferase inhibitors, primary screen, biochemical, AlphaScreen, single concentration, set 2; Histone-lysine N-methyltransferase NSD2 (Homo sapiens), O96028; NSD2 peptide methylation, 120 min; inhibition, % at 12.5 µM; hit rate 0.54% among 310,000; in the data active = inhibition above about 50%
Keap1-Nrf2 PPI – Keap1-Nrf2 protein-protein interaction inhibitors, primary screen, biochemical, fluorescence polarization, single point. Kelch-like ECH-associated protein 1 (Homo sapiens), Q14145. Keap1 Kelch-Nrf2 peptide fluorescence polarization, 1536-well. inhibition, % at 9.4 µM. hit rate 0.15% among 340,000. AID 504523, 2011; in the data active = inhibition above about 12%;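 also: human Keap1 Kelch domain with fluorescein labeled Nrf2 9mer peptide probe; 0% = neutral control wells and 100% = peptide positive control; higher means more block of Keap1 binding to Nrf2 peptide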
V-ATPase pHluor – regulators of yeast V-ATPase proton pumping, primary screen, pHLuorin cytosolic pH fluorescence; AID 504577, 2011; response, % at 10 µM; hit rate 0.37% among 350,000; S. cerevisiae; in the data active = response mostly above about 7.3%, no sharp cut-off; inactive = mostly below about 5.4%; also: actives read high; inactives centre near 0; some compounds called inactive have numbers as strong as hits
DAGLB inhibitor – DAGLB lipase inhibitors, primary screen, biochemical, fluorescence, HTS | Diacylglycerol lipase-beta (Homo sapiens), Q8NCG7 | HEK293T DAGLB membrane lysate, EnzChek fluorogenic substrate | inhibition, % at 5.17 µM | hit rate 0.059% among 340,000 | AID 504411, 2011; in the data active = inhibition above about 34%;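 also: 0% = enzyme with vehicle and 100% = wells lacking enzyme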
C-LANA FP – inhibitors of KSHV C-LANA binding to DNA, primary screen, biochemical, fluorescence polarization, FAM-LBS DNA, MBP-C-LANA, single point; Kaposi's sarcoma herpesvirus LANA C-terminal domain (residues 932-1162) DNA binding; inhibition, % at 9 µM; hit rate 0.078% among 340,000; AID 504423, 2011;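 active = highest replicate inhibition at or above 60% at 9 µM, even if other replicates fall short; inactive = all replicates below 60% inhibition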;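 also: 0% = neutral control wells and 100% = 4 µM acridine orange control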
Pemphigus Ab inh – inhibitors of pemphigus antibody binding to DSG3, primary screen, biochemical, bead-based, flow cytometry, scFv-GFP; hit rate 0.48% among 310,000; binding (percent of control), % at 10 µM; DSG3-coupled beads, scFv-anti-DSG3-GFP binding; stronger effect = lower value; Desmoglein-3 (Homo sapiens), P32926;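 active = binding more than 3 SD below its plate's average and above zero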; also: some compounds called inactive have numbers as strong as hits
Target sequence (P32926 whole entry, looked up): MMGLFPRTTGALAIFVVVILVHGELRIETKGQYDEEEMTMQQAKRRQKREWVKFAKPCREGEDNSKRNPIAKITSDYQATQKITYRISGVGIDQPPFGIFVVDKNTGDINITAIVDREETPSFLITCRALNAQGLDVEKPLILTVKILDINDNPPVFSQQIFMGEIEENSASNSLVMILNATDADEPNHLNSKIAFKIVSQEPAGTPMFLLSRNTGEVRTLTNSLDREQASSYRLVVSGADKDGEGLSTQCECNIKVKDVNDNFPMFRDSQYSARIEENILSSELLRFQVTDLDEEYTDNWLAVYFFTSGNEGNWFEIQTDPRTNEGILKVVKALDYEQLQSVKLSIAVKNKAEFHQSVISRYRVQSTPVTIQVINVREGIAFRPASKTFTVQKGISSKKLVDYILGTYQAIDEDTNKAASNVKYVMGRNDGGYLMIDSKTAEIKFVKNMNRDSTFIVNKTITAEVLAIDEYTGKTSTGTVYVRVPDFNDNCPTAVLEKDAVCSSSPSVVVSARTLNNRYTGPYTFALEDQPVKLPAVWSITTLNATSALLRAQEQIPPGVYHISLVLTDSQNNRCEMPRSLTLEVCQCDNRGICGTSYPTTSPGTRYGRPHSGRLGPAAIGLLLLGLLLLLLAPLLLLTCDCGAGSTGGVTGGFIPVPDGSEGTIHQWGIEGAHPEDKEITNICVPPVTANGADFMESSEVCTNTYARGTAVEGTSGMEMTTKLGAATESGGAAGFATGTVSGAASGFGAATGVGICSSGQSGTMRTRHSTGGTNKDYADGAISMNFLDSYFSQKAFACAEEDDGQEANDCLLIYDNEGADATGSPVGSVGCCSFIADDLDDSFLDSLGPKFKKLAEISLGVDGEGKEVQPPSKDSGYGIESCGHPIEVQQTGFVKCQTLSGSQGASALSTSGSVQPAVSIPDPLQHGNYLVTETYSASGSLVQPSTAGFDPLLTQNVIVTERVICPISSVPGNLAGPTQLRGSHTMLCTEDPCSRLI
CAL PDZ FP-1 – untagged CAL PDZ binding inhibitors, primary screen, biochemical, fluorescence polarization, HTS; hit rate 0.92% among 300,000; Golgi-associated PDZ and coiled-coil motif-containing protein (Homo sapiens), Q9HD26; purified CAL PDZ, TMR-peptide fluorescence polarization, 1 h; AID 602252, 2012; inhibition, % at 24.9 µM;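 active = mean inhibition of at least 30% with at least half of replicates also reaching 30%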;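 also: 0% = DMSO neutral control and 100% = excess unlabeled competitor peptide PRC23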
CAL PDZ FP-2 – CAL PDZ peptide-binding inhibitors, primary screen, biochemical, fluorescence polarization, Cer-tagged CAL PDZ, HTS. Golgi-associated PDZ and coiled-coil motif-containing protein (Homo sapiens), Q9HD26. purified CAL PDZ, TMR-peptide fluorescence polarization, 1 h. inhibition, % at 20 µM. hit rate 0.02% among 330,000. AID 504414, 2011;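 active = highest replicate inhibition of at least 40%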;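 also: plate controls were DMSO neutral control wells for no effect and unlabeled competitor peptide control wells for full effect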
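Control set: unlabelled peptide and DMSO controls / Material: purified CerCALP PDZ construct / Timing: 1 h incubation at room temperature before polarization reading / Doses: 20 µM, one dose / Detection: fluorescence polarization (mP)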
RTF Ca sens inh – cardiac RTF calcium sensitivity inhibitors, primary screen, biochemical, IANBD-TnC fluorescence, EC70 calcium | Troponin I, cardiac muscle (Homo sapiens) + Troponin T, cardiac muscle (Homo sapiens) + … | IANBD-labeled cardiac RTF, Ca2+ fluorescence | inhibition, % at 7.15 µM | hit rate 0.12% among 340,000;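 active = inhibition above the mean inhibition of all tested compounds plus 3 SD, cut at about 17% in these data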;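 also: assay run at fixed EC70 calcium of 1.6 mM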
Starred values were filed as active, the others as inactive; . = no result given. A portion of the library (hit frequency here may not be typical).

no.	Arr AP2 block	DAGLB inhibitor	Keap1-Nrf2 PPI	RTF Ca sens inh	CAL PDZ FP-1	V-ATPase pHluor	C-LANA FP	NSD2 inh	CAL PDZ FP-2	Pemphigus Ab inh	Structure
1	-4	1	-4	-11	.	-1	-2.4	2	-3.8	108	C=C(C)CNC(=S)N/N=C(\C)c1ccc(-n2ccnc2)cc1
2	23	-9	2	2	-4	-3	1.1	0	-0.7	.	Cc1ccc2cccc(NC(=S)NC(=O)c3c(Br)cnn3C)c2n1
3	-2	0	-6	-16	-3	0	-0.8	1	-2.8	106	Cc1ccc(S(=O)(=O)NCC(=O)N(CC(=O)NC2CCCC2)CC2CCCO2)cc1 (configuration not stated)
4	17	-2	0	-2	-2	-2	0.3	-4	-1.3	.	O=C1SCC(c2ccccc2)=NN1Cc1ccccc1
5	3	-1	-8	-4	-1	0	-0.8	8	1.2	101	CCOc1ccc(NC(=S)NCCCN2CCOCC2)cc1
6	-4	4	-5	-3	-5	-1	-2.0	3	-1.5	98	Cc1cc(=O)[nH]c(N/N=C/c2ccc(O)c(O)c2)n1
7	1	-1	-4	10	-4	0	-0.1	.	-0.3	102	COc1ccc(-c2cccc(-c3nc4ccc(Cl)cn4c3NC3CCCCC3)c2)cc1
8	10	0	-5	0	-1	1	-0.4	-1	0.1	96	Cc1nn(CCCC(=O)NCc2ccccc2)c(C)c1[N+](=O)[O-]
9	65*	-6	7	-14	0	-2	0.6	142*	3.6	111	CC(=O)N(C1=C(Cl)C(=O)c2ccccc2C1=O)c1ccc(C(=O)O)cc1
10	36	0	3	-9	2	-4	1.1	-2	-0.5	.	COC(=O)c1ccccc1C(=O)N(c1ccccc1)c1ccccc1
11	-4	0	-2	-11	-1	-6	0.5	-4	-1.0	97	COc1cc(C(=O)NNC(=O)C2CC2)cc(OC)c1OC
12	3	1	-6	-5	6	0	-1.9	.	-0.9	105	CC(=O)N(C)c1ccc(NC(=O)c2ccco2)cc1
13	6	-1	-4	8	-3	-1	-0.2	-2	-2.3	.	Cc1ccccc1OCC(=O)OCC(=O)NCc1cccs1
14	7	-2	3	-11	-1	5	0.4	-1	0.4	97	COc1ccc(NC(=O)c2ccc3nc(-c4ccccc4)c(-c4ccccc4)nc3c2)c(OC)c1
15	1	-1	3	-3	9	0	0.8	.	.	.	Cn1c(SCC(=O)N2CCN(c3ccccc3)CC2)nnc1-c1ccncc1
16	8	-1	-3	0	0	0	1.5	0	-1.3	112	CCN(CC)C(=O)c1sc(NC(=O)Cc2ccc(OC)cc2)c(C#N)c1C
17	15	-4	-1	0	-3	-4	2.5	.	-1.6	103	C=CCOC(=O)C1=C[C@H](c2cn(C(C)=O)c3ccccc23)C[C@H](OCCCCO)O1
18	1	-1	-2	-9	0	0	0.4	-1	-3.3	.	CCOc1cc(-c2noc(-c3ccncc3)n2)cc(Br)c1OC
19	-12	-1	-3	-6	6	0	0.0	-4	-1.1	109	CC(=O)OCC(=O)Nc1ccc(Br)c(C)c1
20	11	-10	-2	-5	-2	0	0.4	-3	.	110	COc1cccc(-c2cc(C(=O)NC3CCCC3)no2)c1
21	-8	.	.	.	.	-1	.	2	.	116	S=c1[nH]nc(-c2ccncc2)n1/N=C/c1cccc(Cl)c1
22	29	-5	-1	-1	-4	-4	-1.6	23	-1.0	.	Cc1ccc(SCC(=O)OCc2csc(CC(=O)Nc3ccccc3C)n2)cc1C
23	-3	-1	-4	1	-1	-2	1.2	0	-2.4	95	CC1CN(C2CCCCC2)c2nc3c(c(=O)n(C)c(=O)n3C)n2C1 (configuration not stated)
24	-10	-2	2	-2	1	-2	-2.6	.	0.2	93	CC[C@@]1(C(=O)OC)N[C@H](CN(C)C(C)=O)[C@@H]2C(=O)N(Cc3ccccc3)C(=O)[C@@H]21
25	-3	-1	-6	1	2	-7	-2.0	0	-1.0	100	Cc1ccc(C)c(-c2cc(C(=O)Nc3nccs3)c3ccccc3n2)c1
26	27	-1	-2	-13	-2	-3	1.4	3	-2.1	100	CCCOC(=O)c1ccc(NC(=O)c2ccoc2C)cc1
27	-4	1	-7	-18	-4	3	-3.9	1	-2.6	107	N#C/C(=C\c1ccc(OC(F)F)cc1)C(=O)N1CCCCC1
28	6	1	2	-4	-4	-5	3.7	4	-3.8	95	Cc1ccc(CN2C(=O)N/C(=C/c3ccc(-c4ccc(C(=O)O)cc4)o3)C2=O)cc1
29	0	-1	-4	-8	-3	1	-1.5	0	-1.8	.	COc1ccc(NC(=S)NCCc2ccccc2)c(C)c1
30	.	-2	5	-3	-2	-4	-1.1	.	0.1	96	Cn1c2ccccc2c(=O)c2cc(C#Cc3cccc(N)c3)ccc21
31	11	1	-2	2	-3	2	5.9	-3	-0.6	.	Cc1ccc(NC(=O)CN(C)CC(=O)Nc2ccccc2C(=O)Nc2ccccc2)cc1
32	17	4	-3	3	0	-3	0.1	1	0.1	101	CCOc1cc2c3c(c1)C(C)CC(C)(C)N3C(=O)C2=O (configuration not stated)
33	-8	2	1	2	0	-2	0.5	-2	-1.4	97	Nc1cc(OCC(F)(F)F)cc([N+](=O)[O-])c1
34	15	-1	1	-14	-5	0	0.9	-6	-1.1	99	COc1ccc(-n2nc3cc(C)c(NC(C)=O)cc3n2)cc1
35	-2	1	-5	-4	-1	16	1.0	3	-1.7	111	CCCn1c(=N)n(CC(O)COc2ccc(C)cc2)c2ccccc21 (configuration not stated)
36	-1	2	-5	6	3	1	-0.4	1	-0.7	110	COCCNc1c(-c2cc3ccc(C)c(C)c3[nH]c2=O)nc2ccccn12
37	0	-1	1	-1	0	-3	-0.7	.	0.5	108	CCCC[C@@H]1CNC(=S)N1CCCC
38	4	-2	0	7	-1	2	1.6	1	-2.7	103	CCc1cc2cc3c(cc2nc1SCC(=O)Nc1nnc(C)s1)OCCO3
39	16	-4	-4	-7	3	0	2.1	4	-0.5	108	O=C(c1cccc(Cl)c1)N1CCN(Cc2ccncc2)CC1
40	-6	-1	0	-7	-5	-3	1.8	14	-0.5	.	COc1cc2c(cc1OC)CN(Cc1cc(=O)n3cc(C)ccc3n1)CC2
41	52	1	-1	3	-3	10	1.2	1	-3.1	99	COc1ccc(OC)c(-c2csc(NC(=O)CN3C(=O)C4CCCCC4C3=O)n2)c1 (configuration not stated)
42	-7	0	1	1	121*	0	-0.7	-2	-0.2	96	Cc1nccn1-c1ccc(C=O)cc1
43	6	0	-2	-1	-3	1	4.2	.	-1.1	105	Cc1cc(OC(C)C(=O)NC(Cc2c[nH]c3ccc(O)cc23)C(=O)O)c2c(C)cc(=O)oc2c1 (configuration not stated)
44	-2	0	3	-12	.	2	-0.4	.	-0.7	93	CCOc1ccc(C(=O)Nc2ccc3c(c2)C(=O)NC3=O)cc1
45	2	-2	-2	3	.	2	-0.6	0	-1.2	97	Cn1cccc1C(=O)NC(=O)COC(=O)CCNS(=O)(=O)c1cccc(C(F)(F)F)c1
46	7	3	3	-19	-2	1	5.7	2	-0.8	95	O=S(=O)(c1ccc(F)cc1)N1CN(Cc2ccco2)c2nc3ccccc3nc21
47	-4	7	-3	3	8	5	3.4	7	0.0	91	O=[N+]([O-])c1ccc(O)c(C=NNc2ccc(S(=O)(=O)O)cc2)c1
48	13	0	1	-8	6	-3	0.6	2	-0.6	93	N#Cc1nc(N2CCOCC2)nc(N2CCOCC2)n1
49	-8	1	-3	-9	.	1	0.1	2	-0.6	126	O=[N+]([O-])c1cccc(S(=O)(=O)NCCc2cccs2)c1
50	-13	3	-5	-5	11	1	1.3	1	-1.5	105	CN(CC(=O)Nc1c(Cl)cccc1Cl)C(=O)c1cccc(S(=O)(=O)NCc2ccccc2)c1
51	18	0	3	9	-1	-4	-1.5	7	-2.6	101	COc1ccccc1NC(=O)NNC(=O)CN1C(=O)COc2ccccc21
52	0	0	0	-5	-2	4	-1.4	.	-0.6	104	C[C@H](NC(=O)c1nc[nH]c1C(=O)NCCCCCNC(=O)OC(C)(C)C)c1ccccc1
